Screening data: PubChem BioAssay, NMMLSC
GSH fluor: compound fluorescence on glutathione beads, profiling panel, artefact control, biophysical, 488/530 nm, flow cytometry | GSH beads flow cytometry, compound fluorescence 488/530 nm; stronger effect = higher value | fluorescence (KMESF) at 10 µM | hit rate 0.25% among 190,000 | AID 1776, 2009; in the data active = fluorescence above about 89;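 also: glutathione beads carrying GST-tagged Bcl family fusion proteins plus one bare bead set; values are compound well signal with DMSO vehicle wells as background; inactives centre near 16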
Bcl-W Bim block: inhibitors of Bim binding to Bcl-W, primary screen, biochemical, multiplexed, bead-based flow cytometry; Bim peptide-Bcl-W binding; inhibition, % at 10 µM; hit rate 0.02% among 190,000; AID 952, 2007;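 also: 0% = bound tracer without compound and 100% = peptide blocker; higher means less fluorescent Bim peptide bound to Bcl-W beads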
Target sequence (Q92843 whole entry, looked up): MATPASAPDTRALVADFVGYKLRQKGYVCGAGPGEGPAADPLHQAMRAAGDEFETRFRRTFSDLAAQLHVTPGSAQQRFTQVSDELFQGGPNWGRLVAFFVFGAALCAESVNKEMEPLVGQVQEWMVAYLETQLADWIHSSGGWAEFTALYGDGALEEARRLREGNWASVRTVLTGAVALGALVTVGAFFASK
Bim-Bfl-1: inhibitors of Bim binding to Bfl-1, primary screen, biochemical, multiplexed, bead-based flow cytometry; Bim-Bfl-1 binding inhibition; inhibition, % at 10 µM; hit rate 0.12% among 190,000;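 also: 0% = wells without compound plus tracer and 100% = blocker peptide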
ABCG2 block: ABCG2 efflux pump inhibitors, primary screen, multiplex with ABCB1, IgMXP3 cells, flow cytometry; Broad substrate specificity ATP-binding cassette transporter ABCG2 (Homo sapiens), Q9UNQ0; JC-1 efflux; inhibition, % at 6.6 µM; hit rate 0.1% among 190,000;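 active = inhibition above 80%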;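 also: 0% = DMSO and 100% = nicardipine control wells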
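Measure – % inhibition of efflux relative to nicardipine and DMSO · Test system – ABCG2 IgMXP3 and barcoded ABCB1 CCRF-Adr cell mix · Control set – nicardipine as high control, DMSO as low control · Compound – one concentration, 6.6 µM final · Signal – flow cytometry of retained JC-1 fluorescence · Timing – 10 min exposure at 25 °C with rotation, no wash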
RGS7-Gao reg: RGS7-Galphao binding modulators, primary screen, biochemical, multiplexed bead flow cytometry. Guanine nucleotide-binding protein G(o) subunit alpha (Homo sapiens), P09471. actives lie on both sides. binding response (% of control), % at 10 µM. hit rate 0.35% among 220,000; in the data active = binding response below about 49% or above about 150%;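 also: fluorescent Galphao held in activated GDP-AlF4 state binding bead-coupled RGS7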
Bcl-B Bim block: inhibitors of Bim-Bcl-B binding, primary screen, biochemical, multiplexed, human Bcl-2 family | bead-based flow cytometry, Bim peptide-Bcl-B binding | inhibition, % at 10 µM | hit rate 0.073% among 190,000 | AID 951, 2007;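 also: 0% = tracer peptide without compound and 100% = reference inhibitor peptide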
Target sequence (Q9HD36 whole entry, looked up): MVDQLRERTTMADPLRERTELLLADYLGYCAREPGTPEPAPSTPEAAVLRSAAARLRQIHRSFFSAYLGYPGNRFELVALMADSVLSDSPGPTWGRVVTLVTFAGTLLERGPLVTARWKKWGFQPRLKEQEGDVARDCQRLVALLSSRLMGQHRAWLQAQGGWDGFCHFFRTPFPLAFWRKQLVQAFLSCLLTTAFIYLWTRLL
ABCB1 inh: ABCB1 efflux pump inhibitors, primary screen, cell-based, multiplex, flow cytometry, ABCG2 counter-screen; ATP-dependent translocase ABCB1 (Homo sapiens), P08183; CCRF-Adr cells, JC-1 efflux; inhibition, % at 6.6 µM; hit rate 0.067% among 190,000; AID 1326, 2008; in the data active = inhibition above about 40%;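 also: 0% = vehicle and 100% = reference inhibitor; higher value means more JC-1 retained so stronger ABCB1 efflux block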
Bim-Bcl-2: inhibitors of Bim-Bcl-2 binding, primary screen, biochemical, multiplexed, human Bcl-2 family; hit rate 0.06% among 190,000; inhibition, % at 10 µM; Bead-based flow cytometry, Bim peptide-Bcl-2 binding; in the data active = inhibition above about 40%;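 also: 0% = no compound wells with probe peptide and 100% = reference peptide inhibitor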
Target sequence (P10415 whole entry, looked up): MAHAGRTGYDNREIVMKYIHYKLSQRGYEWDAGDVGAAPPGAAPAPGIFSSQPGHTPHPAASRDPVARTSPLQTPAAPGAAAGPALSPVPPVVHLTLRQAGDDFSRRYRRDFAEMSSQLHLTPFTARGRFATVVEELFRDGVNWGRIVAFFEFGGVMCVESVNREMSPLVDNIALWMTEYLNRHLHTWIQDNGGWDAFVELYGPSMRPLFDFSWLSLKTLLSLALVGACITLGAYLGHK
RGS4-Gao reg: modulators of RGS4 binding to Galphao, primary screen, biochemical, multiplexed bead flow cytometry. Guanine nucleotide-binding protein G(o) subunit alpha (Homo sapiens), P09471. actives lie on both sides. binding response (% of control), % at 10 µM. hit rate 0.33% among 220,000. AID 1415, 2008; in the data active = binding response below about 49% or above about 150%; inactive = in between;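 also: fluorescent Galphao activated with aluminum fluoride binding bead-coupled RGS4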
RGS8-Gao reg: RGS8-Galphao binding modulators, primary screen, biochemical, multiplexed bead flow cytometry. response (percent of control binding), % at 10 µM. hit rate 0.34% among 220,000. actives lie on both sides; in the data active = response below about 60% or above about 140%; inactive = in between;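 also: Galphao activated as the GDP aluminium fluoride complex binding bead-coupled RGS8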
Bim-Bcl-XL: inhibitors of Bim-Bcl-XL binding, primary screen, biochemical, multiplexed, bead flow cytometry, human Bcl-XL | Bim peptide-Bcl-XL binding, fluorescence | inhibition, % at 10 µM | hit rate 0.04% among 190,000 | AID 1007, 2008
Starred values were filed as active, the others as inactive. Rule as the data show it, unless noted: active = inhibition above about 40%.

| entry | structure | GSH fluor | Bcl-W Bim block | Bim-Bfl-1 | ABCG2 block | RGS7-Gao reg | Bcl-B Bim block | ABCB1 inh | Bim-Bcl-2 | RGS4-Gao reg | RGS8-Gao reg | Bim-Bcl-XL |
| --- | --- | --- | --- | --- | --- | --- | --- | --- | --- | --- | --- | --- |
| 1 | O=C(NCC(=O)N(c1cccc(F)c1)C(C(=O)NC1CCCC1)c1cccnc1)c1cccs1 (stereo not given) | 9 | -7 | -3 | 0 | 97 | -5 | 0.1 | -5 | 97 | 102 | -14 |
| 2 | CS(=O)(=O)c1ccc(Cl)c(NC(=O)c2ccc3ccccc3c2)c1 | 11 | -4 | -5 | -6 | 102 | -4 | -0.8 | -5 | 98 | 99 | -4 |
| 3 | COc1ccc(-c2cc(-c3c(O)c(OC)c4occc4c3OC)[nH]n2)cc1OC | 23 | 3 | 0 | 6 | 96 | 2 | 0.5 | -1 | 99 | 97 | 2 |
| 4 | CC(c1ccon1)N(C)C(=O)CCc1nnc(C2(c3ccc(Cl)cc3)CCC2)o1 (stereo not given) | 9 | -5 | -3 | 2 | 107 | -1 | 1.7 | 0 | 101 | 103 | 0 |
| 5 | CC(C)Sc1nc2sc3c(c2c2nnc(SCC(=O)NCc4ccco4)n12)CCCC3 | 27 | -3 | -8 | 8 | 94 | -9 | 0.9 | -4 | 83 | 92 | -5 |
| 6 | O=C(Oc1ccc2ccccc2c1)c1ccco1 | 8 | 1 | -13 | 2 | 101 | -7 | 0.5 | -13 | 101 | 102 | -3 |
| 7 | Cc1ccc(NC(=S)N2CCOCC2)cc1 | 18 | -9 | -7 | 2 | 100 | -13 | 0.2 | 0 | 104 | 98 | -10 |
| 8 | O=C1CCCN1CCCNC(=S)Nc1ccc(Nc2ccccc2)cc1 | 21 | 2 | 4 | 4 | 100 | -14 | 0.7 | 4 | 100 | 99 | 2 |
| 9 | CCOc1ccc(NC(=S)Nc2ccc3nsnc3c2)cc1 | 7 | -2 | 19 | 0 | 111 | -44 | -0.2 | -1 | 100 | 97 | -8 |
| 10 | Cc1c(NC(=S)N/N=C/C=C/c2ccc([N+](=O)[O-])cc2)c(=O)n(-c2ccccc2)n1C | 22 | -4 | -1 | -20 | 100 | -9 | -6.0 | -1 | 100 | 103 | -4 |
| 11 | O=C(Oc1cccnc1)c1ccc([N+](=O)[O-])cc1 | 5 | 7 | 5 | 10 | 97 | -3 | 1.0 | 9 | 92 | 94 | 1 |
| 12 | CC(=O)c1c(C)[nH]c(C(=O)NCCCN2CCCC2)c1C | 17 | -1 | -2 | -1 | 102 | -3 | -0.1 | -1 | 104 | 104 | -1 |

More entries follow.
| entry | structure | GSH fluor | Bcl-W Bim block | Bim-Bfl-1 | ABCG2 block | RGS7-Gao reg | Bcl-B Bim block | ABCB1 inh | Bim-Bcl-2 | RGS4-Gao reg | RGS8-Gao reg | Bim-Bcl-XL |
| --- | --- | --- | --- | --- | --- | --- | --- | --- | --- | --- | --- | --- |
| 13 | CC(C)(C)NC(=O)CN(C(=O)CNC(=O)c1cccs1)c1ccc2c(c1)OCCO2 | 24 | 0 | -9 | 2 | 100 | -4 | -2.7 | -11 | 101 | 101 | -2 |
| 14 | CC1=NN(C(=O)Cn2nc([N+](=O)[O-])cc2C)C(O)(C(F)(F)F)C1 (stereo not given) | 10 | -3 | -10 | 15 | 89 | -5 | 0.9 | -7 | 92 | 96 | -2 |
| 15 | S=C1NC2(CCCCC2)Cc2ccccc21 | 10 | -3 | 0 | 2 | 99 | -6 | 0.3 | -2 | 102 | 103 | -3 |
| 16 | CN(C)S(=O)(=O)c1ccc(NC(=O)CSc2ncnc3ccccc23)cc1 | 11 | -3 | -7 | 27 | 106 | -6 | -0.3 | -10 | 100 | 102 | -7 |
| 17 | COC(=O)[C@H](CC(C)C)NC(=O)NC1CCCCC1C (stereo not given in full) | 11 | 0 | -10 | 1 | 100 | -6 | 0.2 | -10 | 101 | 103 | -5 |
| 18 | N/C(=N\OC(=O)c1cccc(Br)c1)c1ccncc1 | 9 | 0 | -2 | 22 | 99 | -9 | 0.5 | -3 | 97 | 101 | 0 |
| 19 | Clc1ccc(OCCn2cnc3ccccc32)cc1 | 28 | 0 | -3 | 9 | 100 | 3 | 0.9 | -2 | 97 | 100 | 0 |
| 20 | O=C(CN1CCC(n2nnc3cc(F)ccc32)CC1)Nc1ccccc1N1CCOCC1 | 20 | -2 | 4 | -4 | 101 | -2 | -2.6 | -2 | 104 | 111 | -2 |
| 21 | COc1ccc(CNC(=S)Nc2ccc(F)c(Cl)c2)cc1OC | 14 | -6 | -4 | 18 | 94 | -12 | 1.0 | -4 | 90 | 92 | -7 |
| 22 | Cc1cc(C)c2cc3c(N)c(C(=O)N4CCOCC4)sc3nc2c1 | 22 | 0 | -4 | 6 | 95 | -8 | -0.5 | 0 | 99 | 101 | 0 |
| 23 | O=C(COc1ccccc1)NC(=S)Nc1ccc2c3c(cccc13)CC2 | 10 | -1 | -2 | 1 | 111 | -4 | 0.0 | -2 | 112 | 109 | 2 |
| 24 | CNC(=O)c1ccc(CNC(=O)OCc2ccccc2)cc1 | 11 | 0 | -2 | 1 | 94 | -3 | 0.2 | -3 | 106 | 101 | 1 |

Hits appear at their usual frequency. About 1.1% of those tested had a hit in this group.
